Screens: PubChem, several laboratories
PLAP activator: activators of human placental alkaline phosphatase. P05187. purified PLAP enzyme, luminescent substrate read-out; stronger effect = higher value. activation fold at 20 µM. 1.2% of 96,000 active. AID 696; in the data active = activation fold above about 2
Target sequence (P05187 whole entry, looked up): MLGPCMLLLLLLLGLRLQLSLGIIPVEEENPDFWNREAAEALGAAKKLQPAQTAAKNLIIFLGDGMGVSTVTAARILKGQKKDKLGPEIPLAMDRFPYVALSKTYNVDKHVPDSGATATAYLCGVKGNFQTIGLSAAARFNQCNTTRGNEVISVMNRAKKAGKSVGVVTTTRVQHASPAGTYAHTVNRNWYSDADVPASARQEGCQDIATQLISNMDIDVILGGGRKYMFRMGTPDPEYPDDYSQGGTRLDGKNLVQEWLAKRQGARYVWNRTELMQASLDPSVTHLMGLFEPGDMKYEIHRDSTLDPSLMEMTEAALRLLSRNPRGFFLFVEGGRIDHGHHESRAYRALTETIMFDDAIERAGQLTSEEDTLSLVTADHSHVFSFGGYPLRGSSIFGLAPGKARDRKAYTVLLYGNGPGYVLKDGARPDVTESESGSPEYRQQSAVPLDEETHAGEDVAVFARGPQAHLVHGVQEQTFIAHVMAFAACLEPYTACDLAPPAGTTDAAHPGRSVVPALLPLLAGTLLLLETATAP
MT1-MMP txn act: activates MT1-MMP transcription. HT1080 MT1-MMP promoter luciferase reporter, luminescence, overnight; stronger effect = higher value. activation factor at 10 µM. 0.16% of 86,000 active. AID 750;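 active = activation factor of at least 2 for MT1-MMP transcription at 10 µM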
E coli WT exp: blocks growth of wild type E. coli BW25113 | OD600 absorbance | growth inhibition, % at 100 µM | 0.15% of 98,000 active | AID 710;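 active = growth inhibition above about 50% at one test dose, limit read from the data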;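 also: growth measured after 20 h incubation at 37 °C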
FAK inh: inhibitors of human focal adhesion kinase. Q05397. biochemical FAK kinase activity assay. inhibition, %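 (tested at 7 µM)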. 0.84% of 97,000 active. AID 727; in the data active = inhibition above about 19%;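 also: 0% = DMSO and 100% = reference compound high control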
ERb coact inh: ER-beta (human) coactivator binding inhibition. inhibition, % at 25.6 µM. 1.3% of 86,000 active. TR-FRET ER-beta LBD / SRC1-Cy5 peptide binding; receptor agonist-loaded with 1 µM estradiol. Q92731;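 active = compounds whose percent inhibition of the receptor-coactivator binding signal exceeds about 50% in the single-dose screen, limit read from the data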;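 also: 0% = receptor plus peptide wells without compound and 100% = peptide-only wells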
ERa SRC1 pot: ER-alpha (human) coactivator binding potentiation | P03372 | TR-FRET ERalpha-LBD/SRC-Cy5 coactivator binding, 2 h; 100 = basal binding, no effect | coactivator binding (% of control), % at 25.6 µM | 1.3% of 86,000 active; in the data active = activity above about 200%;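 also: binding measured in presence of low estradiol as agonist stimulus; 0% = peptide alone without receptor and 100% = receptor with peptide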
Target sequence (P03372 whole entry, looked up, the tested form may be a part): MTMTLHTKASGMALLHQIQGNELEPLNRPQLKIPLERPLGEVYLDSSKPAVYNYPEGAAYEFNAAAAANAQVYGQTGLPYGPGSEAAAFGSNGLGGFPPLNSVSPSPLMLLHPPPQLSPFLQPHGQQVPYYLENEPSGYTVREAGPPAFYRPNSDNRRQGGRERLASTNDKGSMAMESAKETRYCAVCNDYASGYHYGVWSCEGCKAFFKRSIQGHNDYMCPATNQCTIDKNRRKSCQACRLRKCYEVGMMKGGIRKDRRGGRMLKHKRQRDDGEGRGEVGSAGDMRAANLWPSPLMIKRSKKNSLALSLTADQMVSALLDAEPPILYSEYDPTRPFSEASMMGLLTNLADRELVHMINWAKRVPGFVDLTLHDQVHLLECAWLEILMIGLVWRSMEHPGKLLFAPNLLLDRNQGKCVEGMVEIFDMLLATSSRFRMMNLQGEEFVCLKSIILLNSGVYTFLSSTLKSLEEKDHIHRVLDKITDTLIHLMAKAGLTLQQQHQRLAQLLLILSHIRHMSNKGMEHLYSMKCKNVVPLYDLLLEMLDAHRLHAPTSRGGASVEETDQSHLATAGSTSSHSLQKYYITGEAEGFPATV
Mac1 fbg inh: CD11b/CD18-fibrinogen binding inhibition; 0.54% of 93,000 active; P05107+P11215; K562 CD11b/CD18 adhesion to fibrinogen, ATPlite luminescence; Mn2+ added to activate the integrin; AID 1497; inhibition, % at 10 µM;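 active = primary inhibition of 50% or more at 10 µM, then 40% or more on retest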; also: some results filed as inactive read as strong as hits
Mac1 fbg enh: increases human CD11b/CD18 adhesion to fibrinogen; P05107+P11215; K562 CD11b/CD18 adhesion to fibrinogen, ATPlite luminescence; activation, % at 10 µM; 0.07% of 93,000 active;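 active = 10 µM primary screen giving 50% or more activity, confirmed by 40% or more on retest at that dose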; also: strong numbers were not always called active; reference of the scale not given here
ERa coact inh: blocks coactivator binding to human estrogen receptor alpha | inhibition, % at 25.6 µM | TR-FRET ER-alpha LBD / SRC-1 peptide, estradiol-bound | 1.7% of 86,000 active | P03372; in the data active = inhibition above about 50%;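 also: 0% = receptor plus peptide control and 100% = peptide only without receptor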
Numbers without * were called inactive; . = no result given; [ ] = another dose, or the depositor's remark.

SMILES	PLAP activator	MT1-MMP txn act	E coli WT exp	FAK inh	ERb coact inh	ERa SRC1 pot	Mac1 fbg inh	Mac1 fbg enh	ERa coact inh
Cn1c(NC(=O)CCC2CCCCC2)cc(=O)n(C)c1=O	0.9	1.5	5.0	3.3	32.2	62.5	11.6	2.8	38.8[fluorescence artefact?]
CCOC(=O)NC(=O)/C(C#N)=N\Nc1ccc(Cl)cc1	1.1	1.1	1.0	-1.8	-2.4[fluorescence artefact?]	132.2	35.1	-3.4	7.8[fluorescence artefact?]
COc1ccc(C(=O)Nc2nncs2)c(OC)c1	1.1	.	2.0	1.1	0.6	91.9	-3.4	0.4	1.0
COC(=O)C1(O)CC(CC(C)C)=NN1C(=O)c1ccccc1 (stereo unspecified)	1.3	.	-2.0	2.0	.	.	-13.3	-5.2	.
Cc1cccc(OCC(=O)NC(=S)Nc2ccc(S(=O)(=O)NC3CCCCC3)cc2)c1	1	.	-15.0	0.9	.	.	12.6	-0.2	.
CCOC(=O)CC1C(=O)NCCN1C(=O)Nc1ccccc1 (stereo unspecified)	1	1.1	3.0	0.9	3.9	100.9[fluorescence artefact?]	-27.5	5.2	-7.0
CCn1c(C)c(CCC(=O)O)c(=O)n2nc(-c3ccccc3OC)cc12	1.2	1.1	6.0	-0.1	1.9	97.6	-27.6	-0.1	2.2
CC1(C)c2ssc(=S)c2-c2ccccc2N1C(=O)c1ccco1	0.8	1.1	-16.0	1.9	-22.9	103.9	-7.6	3.2	-33.7
COC(=O)C1(S(=O)(=O)c2ccc(C)cc2)CCOCC1	1.1	.	2.0	-9.0	.	.	21.4	-1.9	.
CCOC(=O)C1=C(CSc2nc(CC)c(C)cc2C#N)OC(N)=C(C#N)C1c1ccc(OC)cc1 (stereo unspecified)	.	1.2	.	0.6	1.1	106.1	.	.	-4.5
CC(C)(C)c1cc(Cc2ccccc2)[nH]n1	0.9	1	20.0	-0.7	-14.7	99.9	-8.8	-0.6	-23.4
COC(=O)c1cc2sc(Cl)cc2n1CC(=O)Nc1cccc(SC)c1	1	1.1	-6.0	-2.7	3.7[fluorescence artefact?]	127.5	11.0	17.1	6.2

Quoted at random: 2 entries already listed, in no set order.
SMILES	PLAP activator	MT1-MMP txn act	E coli WT exp	FAK inh	ERb coact inh	ERa SRC1 pot	Mac1 fbg inh	Mac1 fbg enh	ERa coact inh
CCOC(=O)NC(=O)/C(C#N)=N\Nc1ccc(Cl)cc1	1.1	1.1	1.0	-1.8	-2.4[fluorescence artefact?]	132.2	35.1	-3.4	7.8[fluorescence artefact?]
COc1ccc(C(=O)Nc2nncs2)c(OC)c1	1.1	.	2.0	1.1	0.6	91.9	-3.4	0.4	1.0

Back to the main list; the 2 compounds before the break are reprinted first.
SMILES	PLAP activator	MT1-MMP txn act	E coli WT exp	FAK inh	ERb coact inh	ERa SRC1 pot	Mac1 fbg inh	Mac1 fbg enh	ERa coact inh
CC(C)(C)c1cc(Cc2ccccc2)[nH]n1	0.9	1	20.0	-0.7	-14.7	99.9	-8.8	-0.6	-23.4
COC(=O)c1cc2sc(Cl)cc2n1CC(=O)Nc1cccc(SC)c1	1	1.1	-6.0	-2.7	3.7[fluorescence artefact?]	127.5	11.0	17.1	6.2
CCCCCCSc1nc2c(c(=O)[nH]c(=O)n2C)n1C	0.9	1.1	-2.0	-2.7	-6.3[fluorescence artefact?]	107.4	-2.2	3.2	8.3[fluorescence artefact?]
Cn1c(=O)oc2cc(C(=O)c3ccccc3)ccc21	0.8	1.2	6.0	-1.4	-14.9	106.7	-10.1	0.5	-4.8
O=C(Cn1ccc2ccccc2c1=O)NCCC(=O)N1CCN(C(=O)c2ccco2)CC1	.	1.3	.	-0.6	-0.1	118.5	.	.	2.6
CCOC(=O)c1nc(N)c(=O)n(-c2ccccc2)n1	0.8	1.2	12.0	1.4	8.1[fluorescence artefact?]	115.3	-11.7	-2.2	-5.1
CCOC(=O)c1c(NC(=O)CN2CCCCC2)sc2c1CCC(C=O)=C2Cl	1	.	-13.0	-2.3	.	.	-8.7	63.5	.
O=C(Nc1nnc(C(F)(F)F)s1)c1cccnc1	.	1.2	-12.0	0.6	-6.8	112.2	.	.	-4.8
COc1cc(SC)ccc1C(=O)NCCCOC(C)C	0.9	1.1	3.0	0.4	1.9	97.9[fluorescence artefact?]	-21.1	4.2	-5.5
C/C=C/c1c(F)c(F)c(Oc2ccc(C(=O)O)cc2)c(F)c1F	1.3	1.1	-4.0	-3.3	-0.1	85.5	15.8	0.2	-0.6
CCOc1ccc2c(c1)N(C(=O)CN1C(=O)CCC1=O)C(C)(C)C=C2C	1.4	1.1	-4.0	.	-1.9	137.3	-7.7	3.4	-5.0
COc1ccc(OC/C(O)=C(\C#N)c2nc3ccccc3[nH]2)cc1	1.2	.	-4.0	6.5	.	.	6.1	15.5	.
CCOC(=O)c1c(NC(=O)CSc2nnc(-c3cccnc3)o2)sc2c1CCC2	.	1.1	.	0.1	14.3	122.5	.	.	1.5[fluorescence artefact?]
COc1ccc(C=O)cc1COc1ccc(C)cc1[N+](=O)[O-]	0.9	.	0.0	1.2	.	.	9.6	11.9	.
CSc1cccc(NC(=O)C2CCCN(S(=O)(=O)c3ccc(F)cc3)C2)c1 (stereo unspecified)	1.1	1.1	-16.0	4.0	1.7	107.1	-46.3	0.6	-6.1
COc1ccc(Oc2nnc(C)c3ccccc23)cc1	1	1.2	-6.0	0.4	8.0	95.4	2.7	-1.7	-1.4
CCOC(=O)c1cccc(NC(=O)CSc2nc(N)cc(N)n2)c1	0.7	1.1	12.0	-3.7	14.1	152.7	3.5	-3.6	-9.9
O=c1[nH]ncc(NCCCO)c1Cl	.	1.1	.	-0.8	6.0	98.3	.	.	-7.5
CCOC(=O)c1cc2c(n(-c3ccc(C)cc3)c1=O)CCCC2=O	1	1	-2.0	-4.3	-8.9	106.4	0.6	-0.7	0.3
CC1Cc2ccccc2N1C(=O)CSc1nc(-c2ccco2)cc(C(F)(F)F)n1 (stereo unspecified)	1	1	1.0	-1.1	-11.6[fluorescence artefact?]	119.8	-2.0	-4.1	-14.0
Cc1nc2ccc(C(=O)OCc3ccccc3Br)cc2nc1C	1	.	-8.0	-1.9	.	.	-7.2	-4.1	.
O=[N+]([O-])c1ccc(NC(=S)NCCc2ccc(Cl)cc2)cc1	0.8	.	20.0	-1.9	.	.	101.5	-9.9	.
CC(=O)N1CCN(c2ccc(NCc3ccc4c(c3)OCO4)cc2)CC1	1.6	1	9.0	-1.2	26.0[fluorescence artefact?]	63.2[fluorescence artefact?]	-9.3	-3.0	13.0[fluorescence artefact?]
COC(=O)CSc1nc2nc(C)cc(C)n2n1	0.9	1.1	-1.0	-2.9	-6.8	125.6	-0.8	0.0	-5.4
NC(=O)C1CCN(C(=O)CSc2nc3ccccc3s2)CC1	0.8	1.1	-4.0	-1.0	11.1	106.5	6.9	-2.6	3.1
CCN1C(=S)SC(=O)C1=C1C=C(C)N(CCO)C(C)=C1	0.7	0.8	3.0	.	-2.0	243.9*[fluorescence artefact?]	-2.0	-3.6	-22.3[fluorescence artefact?]
Cc1c(NC(=O)c2cc3nc(-c4ccccc4)cc(C)n3n2)c(=O)n(-c2ccccc2)n1C	1.7	1.1	5.0	-0.4	-0.4	150.5[fluorescence artefact?]	1.1	1.9	-9.1
Oc1ccccc1Cn1c(-c2ccccc2O)nc2ccccc21	1.2	1.1	0.0	1.5	6.6	50.5[fluorescence artefact?]	10.1	6.5	16.0
CC(CCc1ccco1)NC(=O)Cn1nc(Cc2ccncc2)c2ccccc2c1=O (stereo unspecified)	0.9	1.1	-1.0	-4.2	-7.3[fluorescence artefact?]	115.9	-3.9	-6.3	-7.9
Cc1ccc(OCc2ccoc2C(=O)O)cc1C	1	.	-5.0	0.8	66.1*	31.6[fluorescence artefact?]	-12.3	-7.4	62.3*
COc1ccc(NC(=O)CNc2cccc(C#N)c2)cc1Cl	0.8	1.1	14.0	2.4	3.0[fluorescence artefact?]	114.9	-7.8	6.3	4.2[fluorescence artefact?]
CCOC(=O)CNC(=O)CSc1nnc(-c2cccc(C)c2)n1-c1ccc(OC)cc1	1.7	1.2	-3.0	-3.4	3.3	106.3	-1.2	-4.8	0.2
CC(C)C1N=C2c3ccccc3N=C(SCC(=O)c3ccc(O)c(O)c3)N2C1=O (stereo unspecified)	0.4	1	-3.0	-1.6	52.4*[fluorescence artefact?]	47.1[fluorescence artefact?]	6.0	-0.9	38.3
Cn1c(SCC(=O)N2CCCc3ccccc32)nc2ccccc2c1=O	.	0.9	.	37.7*	6.8	84.1[fluorescence artefact?]	.	.	14.7
Cc1ccc(C(=O)c2coc3ccc(OCC(=O)O)cc23)cc1	1	1	-3.0	1.6	2.0	93.7	-11.8	-1.3	-5.9
CCOC(=O)Nc1oc2ccccc2c(=O)c1CN1CCOCC1	1.1	1.2	2.0	1.7	.	.	-2.7	-2.5	.
COP(C)(=O)c1c(C)nn(-c2ccccc2)c1C (stereo unspecified)	0.9	1.1	-7.0	0.8	-4.3	93.4	-32.1	0.2	-6.7
CCOC(=O)N1CCN(C(=O)c2ccc3c(=O)n(CCc4ccccc4)c(=O)[nH]c3c2)CC1	1.2	.	-8.0	9.6	-3.5[fluorescence artefact?]	105.0	3.9	-4.4	2.8[fluorescence artefact?]

Given as comma-separated lines: entries from further up
Molecule,PLAP activator,MT1-MMP txn act,E coli WT exp,FAK inh,ERb coact inh,ERa SRC1 pot,Mac1 fbg inh,Mac1 fbg enh,ERa coact inh
Oc1ccccc1Cn1c(-c2ccccc2O)nc2ccccc21,1.2,1.1,0.0,1.5,6.6,50.5[fluorescence artefact?],10.1,6.5,16.0
CC(CCc1ccco1)NC(=O)Cn1nc(Cc2ccncc2)c2ccccc2c1=O (stereo unspecified),0.9,1.1,-1.0,-4.2,-7.3[fluorescence artefact?],115.9,-3.9,-6.3,-7.9

More records:
SMILES	PLAP activator	MT1-MMP txn act	E coli WT exp	FAK inh	ERb coact inh	ERa SRC1 pot	Mac1 fbg inh	Mac1 fbg enh	ERa coact inh
O=C(CSC1=NS(=O)(=O)c2ccccc21)Nc1ccccc1	1.2	0.9	13.0	0.1	16.0[fluorescence artefact?]	89.3	72.1*	-5.5	37.6[fluorescence artefact?]
CCCc1n[nH]c2c1/C(=N\O)CCC2	1	1.1	9.0	0.8	-18.9[fluorescence artefact?]	107.1	-6.4	-6.8	-11.3
Cc1ccc2c(c1)N(CCC(=O)NCCCOC(C)C)C(=O)C(C)O2 (stereo unspecified)	1.2	1	-2.0	0.5	-3.2	108.8	.	.	-4.1
O=C(C1CCCCC1)N1CCN(S(=O)(=O)c2ccc(Cl)cc2)CC1	1.2	1.2	3.0	-2.3	-6.2	117.6	-16.8	2.2	-7.1
COc1ccc(C(O)(C(=O)NNc2ccc(C)cc2)c2cccs2)cc1 (stereo unspecified)	0.9	.	9.0	0.0	.	.	-0.9	0.6	.
COC(=O)Cc1cc(=O)[nH]c(/N=C(/NC(=O)c2ccccc2)Nc2ccccc2C)n1	.	1.1	.	-8.2	-2.3	100.3[fluorescence artefact?]	.	.	-2.3
Cc1ccc(CCN2CC(C(=O)NCc3cccnc3)CC2=O)cc1 (stereo unspecified)	.	1.1	.	1.5	-4.7[fluorescence artefact?]	100.9	.	.	-0.3
CC(C)(C)c1ccc(/C=N/NC(=O)Cc2c[nH]c3ccccc23)cc1	1.8	.	-6.0	0.3	.	.	25.3	-3.4	.
CCc1ccc(N(C(=O)CCC(=O)Nc2cc(C)on2)C(C(=O)NC2CCCC2)c2ccco2)cc1 (stereo unspecified)	.	1.2	.	2.4	-1.9	101.5	.	.	-7.0
CCOC(=O)c1cnc(SCC(=O)Nc2nc(C)c(C)s2)nc1N	0.8	1.1	16.0	1.8	1.9[fluorescence artefact?]	108.1	1.5	-4.6	7.2[fluorescence artefact?]
CC(=O)c1ccc(OCC(C)C)c(CN2CCCCC2)c1	1.2	1.1	2.0	3.1	-1.6	101.9	17.7	1.5	7.3
O=C(NCc1ccc2c(c1)OCO2)C1CC(=O)N(C2CCCCCCC2)C1 (stereo unspecified)	1.4	1	7.0	-3.7	3.0[fluorescence artefact?]	119.0	.	.	3.9
CCOC(=O)Nc1sc2c(c1C#N)CCC(C)C2 (stereo unspecified)	.	1.3	0.0	2.5	4.3	83.0	.	.	7.9
CCOC(=O)c1[nH]c2ccc(OC)cc2c1NC(=O)CN1CCSCC1	1.2	1.2	5.0	-0.9	-12.5	114.8	-3.6	-1.6	-5.6
